IL-1B inflam inh: blocks inflammasome-driven IL-1 beta release; AID 743279; 360,000 compounds, 4.7% hits; activity change, % at 57.5 µM; THP-1 LPS/ATP IL-1B secretion, AlphaLISA, 16 h; active compounds read low; in the data active means activity change below about -50%; inconclusive means mostly about -30% to -49%; further: on the % scale 0 is the no-effect control and ±100 the full control effect
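THP-1 cells pretreated 1 hr with compounds (up to 57.5 uM final), then stimulated with LPS (250 ng/mL final) plus ATP (1.25 mM final); secreted IL-1B measured by AlphaLISA after 16 hr, decreased signal indicating inhibition.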
MCF10A rereplic: induces DNA re-replication in MCF 10a normal breast cells; MCF 10A DNA re-replication, Hoechst nuclear intensity, 48 h; 350,000 compounds, 2.9% hits; Potency, µM (titrated, usually from 46.1 µM), without a hit: at the top dose activity, positive = re-replication, usual class: activators; AID 624296; further: potency means the concentration at half of the fitted maximal effect; % of control where 0% means no effect; nearly all actives have a fitted effect of over 50% in size
HT1080 IDH1KD tx: kills HT-1080 cells with IDH1 knockdown. AID 686971. HT-1080 IDH1 knockdown viability, ATP luminescence, 48 h. 360,000 compounds, 2% hits. Potency, µM (highest dose often 46.1 µM), without a hit: top-dose activity, negative = toxicity, actives largely listed as cytotoxic;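 further: potency means the concentration at half of the fitted maximal effect; 0% = DMSO wells and -100% = cell-free medium wells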
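CellTiter-Glo luminescence after 48 h compound exposure at 37 degrees C of IDH1-knockdown HT-1080 cells in 5% FBS RPMI. %Activity scaled between DMSO wells and cell-free media wells, with curves fitted and assigned curve classes.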
HT1080NT lethal: kills 2HG-producing HT-1080-NT fibrosarcoma cells. HT-1080-NT fibrosarcoma viability, CellTiter-Glo ATP luminescence, 48 h. Potency, µM (highest dose often 46.1 µM), for inactives: top-dose activity, negative = less viability, hits mostly cytotoxic. 360,000 compounds, 1.6% hits;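 further: NT is the 2HG producing partner of a matched IDH1 knockdown line; potency means the concentration at half of the fitted maximal effect; 0% = DMSO-treated cells and -100% = media-only wells without cells; nearly all actives have a fitted effect of over 55% in size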
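Compounds were tested in concentration-response format on HT-1080-NT cells for 48 hours at 37 degrees C. Cell viability came from CellTiter-Glo luminescence; curves were classified by r2, response magnitude and activity.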
KB-3-1 cytotox: kills parental KB-3-1 adenocarcinoma cells | KB-3-1 viability, CellTiter-Glo ATP luminescence, 72 h | Potency, µM (highest dose often 46.1 µM), without a hit: top-dose activity change, negative = cytotoxic, actives largely listed as cytotoxic | 400,000 compounds, 1.4% hits | AID 1347075; further: potency means the concentration at half of the fitted maximal effect; on the % scale 0 is the no-effect control and ±100 the full control effect; nearly all actives have a fitted effect of over 60% in size
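Using CellTiter-Glo luminescence, growth of non-resistant KB-3-1 adenocarcinoma cells is assessed 72 h after pin-tool compound addition at 37 °C. Normalized responses across the concentration series yield fitted curves.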
ATXN2 expr inh: ATXN2 expression inhibition; HEK-293 ATXN2-luciferase reporter, luminescence, 24 h; AID 1745845; Potency, µM (doses to about 57 µM), without a hit: at the highest dose activity change, negative = inhibition, usual class: inhibitors; 360,000 compounds, 0.72% hits; further: potency means the concentration at half of the fitted maximal effect; on the % scale 0 is the no-effect control and ±100 the full control effect; nearly all actives have a fitted effect of over 55% in size
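qHTS (up to 57 uM final) was run with 24 h compound exposure of reporter cells at 37 °C. Each well was multiplexed: SteadyGlo luminescence measured ATXN2-luciferase expression after a fluorogenic Gly-Phe-AFC viability readout (25 uM final).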
WRN inhibitor: blocks human WRN helicase. Potency, µM (titrated, usually from 114 µM), for inactives: at the top dose activity change, negative = inhibition, actives largely listed as inhibitors. WRN helicase unwinding, fluorescent forked duplex, kinetic. Q14191. 360,000 compounds, 0.46% hits. AID 651768; further: potency means the concentration at half of the fitted maximal effect; on the % scale 0 is the no-effect control and ±100 the full control effect; nearly all actives have a fitted effect of over 55% in size
Target sequence (Q14191 whole entry, looked up): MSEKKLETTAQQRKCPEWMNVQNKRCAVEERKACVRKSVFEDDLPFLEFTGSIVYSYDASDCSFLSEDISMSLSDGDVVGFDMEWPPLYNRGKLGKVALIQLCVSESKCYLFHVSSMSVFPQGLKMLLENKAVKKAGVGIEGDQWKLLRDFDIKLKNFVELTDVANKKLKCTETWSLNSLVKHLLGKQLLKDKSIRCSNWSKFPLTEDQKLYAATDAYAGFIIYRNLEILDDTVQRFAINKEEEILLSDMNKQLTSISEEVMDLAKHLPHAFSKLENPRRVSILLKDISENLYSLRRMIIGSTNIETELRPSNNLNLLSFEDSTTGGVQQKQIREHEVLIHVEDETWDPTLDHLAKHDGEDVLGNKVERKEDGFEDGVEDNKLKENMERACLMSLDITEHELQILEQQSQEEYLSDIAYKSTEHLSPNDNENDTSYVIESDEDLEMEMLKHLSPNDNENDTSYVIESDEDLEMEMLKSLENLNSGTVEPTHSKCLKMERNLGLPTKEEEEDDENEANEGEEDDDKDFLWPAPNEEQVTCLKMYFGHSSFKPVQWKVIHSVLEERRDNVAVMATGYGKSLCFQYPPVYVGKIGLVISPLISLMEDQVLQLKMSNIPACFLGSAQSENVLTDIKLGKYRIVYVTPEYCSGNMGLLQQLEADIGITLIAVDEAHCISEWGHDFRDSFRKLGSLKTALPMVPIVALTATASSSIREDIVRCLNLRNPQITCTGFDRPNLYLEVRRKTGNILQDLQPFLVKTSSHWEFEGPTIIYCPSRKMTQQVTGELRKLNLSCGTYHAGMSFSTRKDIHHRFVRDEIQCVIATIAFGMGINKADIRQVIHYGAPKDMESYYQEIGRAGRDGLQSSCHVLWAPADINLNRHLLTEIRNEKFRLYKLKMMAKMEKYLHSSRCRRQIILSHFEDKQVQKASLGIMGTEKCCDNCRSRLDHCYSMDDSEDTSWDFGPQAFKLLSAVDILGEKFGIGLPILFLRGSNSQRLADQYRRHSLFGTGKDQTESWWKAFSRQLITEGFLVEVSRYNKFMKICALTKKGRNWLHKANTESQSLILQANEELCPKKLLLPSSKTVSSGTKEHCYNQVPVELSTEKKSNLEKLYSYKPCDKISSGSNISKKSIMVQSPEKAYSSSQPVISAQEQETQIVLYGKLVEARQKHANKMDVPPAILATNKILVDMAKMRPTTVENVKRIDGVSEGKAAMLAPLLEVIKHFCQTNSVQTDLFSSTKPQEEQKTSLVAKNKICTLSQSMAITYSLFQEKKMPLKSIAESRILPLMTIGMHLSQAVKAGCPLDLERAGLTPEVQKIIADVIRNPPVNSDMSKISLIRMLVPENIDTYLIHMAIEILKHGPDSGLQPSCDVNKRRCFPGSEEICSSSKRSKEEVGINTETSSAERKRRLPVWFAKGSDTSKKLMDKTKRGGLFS
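WRN at 20 nM final preincubated with compound 15 min at room temperature; reaction started with 100 nM fluorophore/quencher forked duplex oligonucleotide and 2 mM ATP final. Unwinding followed kinetically by red fluorescence (ex 525, em 598 nm).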
SW480 rerep: inducers of DNA re-replication in SW480 colon cancer cells; 340,000 compounds, 1.8% hits; Potency, µM (titrated, usually from 46.1 µM), for inactives: at the top dose re-replication activation, most hits filed as activators; AID 624297; SW480 DNA re-replication, Hoechst DNA content imaging, 48 h; further: potency means the concentration at half of the fitted maximal effect; % of control where 0% means no effect; nearly all actives have a fitted effect of over 55% in size
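Per well, 250 cells were exposed to pinned compound for 48 hr. Nuclear DNA was visualised with Hoechst (40 min, 37 C) and total object intensity recorded by fluorescence scanning.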
KB-V1 MDR tox: kills drug-selected multidrug resistant KB-V1 cells; KB-V1 MDR cells viability, CellTiter-Glo, 72 h; AID 1347076; 400,000 compounds, 3.4% hits; Potency, µM (top dose mostly 46.1 µM), for inactives: top-dose activity change, negative = cytotoxicity, usual class: cytotoxic; further: potency means the concentration at half of the fitted maximal effect; on the % scale 0 is the no-effect control and ±100 the full control effect; nearly all actives have a fitted effect of over 60% in size
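Potencies derive from concentration-effect curves fitted to normalized luminescence (CellTiter-Glo) of KB-V1 cells treated for 72 h at 37 degrees C in phenol-red-free DMEM containing 10% FBS.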
Numbers without * were called inactive; ? = inconclusive; / = not tested or not shown; [ ] = remark or other dose. Unless noted, the call rests on the fitted dose curve; in most records, active means well fitted curve in the direction sought with a large enough effect; inconclusive means small, poorly fitted or top-dose-only effect, or another doubt; inactive means no such curve, though single readings can be large; an effect the other way counts as inactive or inconclusive.

SMILES	IL-1B inflam inh	MCF10A rereplic	HT1080 IDH1KD tx	HT1080NT lethal	KB-3-1 cytotox	ATXN2 expr inh	WRN inhibitor	SW480 rerep	KB-V1 MDR tox
CC(Sc1nnc2ccccn12)C(=O)Nc1ccc(N2CCOCC2)cc1 (centres undefined)	15	-3%	20%	-1%	13%	3%	-1%	0%	4%
Cc1ccsc1CNCc1cc(Cl)ccc1O	-19	?	-4%	0%	0%	7%	2%	-46%[inhibitor][9.22 µM]	17%
CCOc1ccc(N(CC(=O)Nc2nccs2)S(=O)(=O)c2c(C)noc2C)cc1	-3	?	-2%	3%	-17%	2%	0%	-6%	-1%
CC(C)c1cc(C(=O)NNC(=S)NC2CCCCC2)cs1	-9	3%	-4%	-6%	?	14%	9%	4%	-8%
O=C(CSc1ccc(-c2ccco2)nn1)Nc1ccc(F)cc1F	41	11%	-1%	-2%	?	3%	-31%	0%	?
COc1cccc(C(=O)NC2CCN(CC(=O)Nc3nccs3)CC2)c1	-18	5%	4%	4%	?	-3%	7%	3%	0%
CC1CCN(C(=S)c2ccc3c(c2)OCO3)CC1	-13	-9%	13%	4%	3%	4%	3%	-10%	13%
Nc1c2c(nc3ccccc13)CCCC2=O	4	12%	3%	-3%	-8%	-13%	-10%	-10%	3%
CN(C)CCNC(=O)C(C(=O)c1ccccc1)n1ccccc1=O (centres undefined)	3	-1%	-1%	6%	22%	3%	7%	2%	0%
CCOCCCNC(=O)c1cc2cc3cc(OC)ccc3nc2o1	-2	-16%	0%	5%	29%	13%	-4%	-5%	-8%
COc1ccc(CCNC(=O)/C(C#N)=C/c2cccc(OCc3ccccc3)c2)cc1OC	?	?	-20%	?	?	-20%	-1%	?	?
CC12CC3(C)CC(C)(C1)CC(C(=O)NC(=S)NC(C)(C)C)(C2)C3	4	?	-5%	1%	10%	/	5%	-3%	?
C[C@@H](C(=O)NCc1ccccc1)N1C(=O)C2CC=CCC2C1=O (some centres undefined)	11	-3%	1%	-1%	4%	4%	-14%	-6%	0%
FC(F)(F)c1cc(-c2ccco2)nc(N2CCOCC2)n1	-9	1%	-19%	-14%	21%	-4%	-11%	1%	?
O=C(Cn1cnc2c(nnn2Cc2ccccc2F)c1=O)NCc1ccco1	0	6%	11%	7%	-6%	4%	6%	-3%	-10%
COc1ccc(NC(=O)CN2CCN(C(=O)c3ccco3)CC2)c(OC)c1	-7	-1%	12%	6%	18%	1%	3%	-12%	-29%
CC/C(=N\NC(=O)Cc1ccc(Br)cc1)c1cccs1	0	1%	-5%	-2%	0%	-8%	-3%	1%	0%
O=C(c1cc2ccccc2o1)N1CCN(Cc2ccc3c(c2)OCO3)CC1	-27	19%	-2%	-4%	10%	-20%	-10%	15%	-7%
C#CCOCCOCCOCCNc1nc(N2CCN(C(=O)Cn3cc(CCCCN)nn3)CC2)nc(N2CCN(C(=O)[C@H]([C@@H](C)CC)n3cc(CCCCN)nn3)CC2)n1	-10	3%	5%	-8%	0%	2%	2%	-26%	29%
NC(=O)C1CCN(C(=O)/C(=C/c2ccccc2)NC(=O)c2ccccc2)CC1	0	7%	10%	6%	7%	0%	2%	-9%	?

Ordered by formula weight (high to low): some entries from above.
SMILES	IL-1B inflam inh	MCF10A rereplic	HT1080 IDH1KD tx	HT1080NT lethal	KB-3-1 cytotox	ATXN2 expr inh	WRN inhibitor	SW480 rerep	KB-V1 MDR tox
CC(Sc1nnc2ccccn12)C(=O)Nc1ccc(N2CCOCC2)cc1 (centres undefined)	15	-3%	20%	-1%	13%	3%	-1%	0%	4%
CC/C(=N\NC(=O)Cc1ccc(Br)cc1)c1cccs1	0	1%	-5%	-2%	0%	-8%	-3%	1%	0%
CC(C)c1cc(C(=O)NNC(=S)NC2CCCCC2)cs1	-9	3%	-4%	-6%	?	14%	9%	4%	-8%

Additional records follow.
SMILES	IL-1B inflam inh	MCF10A rereplic	HT1080 IDH1KD tx	HT1080NT lethal	KB-3-1 cytotox	ATXN2 expr inh	WRN inhibitor	SW480 rerep	KB-V1 MDR tox
CCN1C(=O)CC(C(=O)NC)SC1=Nc1cc(Cl)c(O)c(Cl)c1 (centres undefined)	-6	-3%	-10%	-7%	-6%	-4%	9%	-5%	-5%
Cc1ccc(/C=C/C(=O)OCC(=O)N(CC(C)C)c2c(N)n(Cc3ccccc3)c(=O)[nH]c2=O)o1	42	?	8%	1%	-28%	-1%	-2%	-2%	0%
Cn1c(N2CCCC2)nc2c1c(=O)n(Cc1ccc(F)cc1)c(=O)n2C	0	5%	-5%	-3%	-13%	1%	0%	-28%	?
O=C(O)c1ccc(Nc2nc(-c3cccnc3)cs2)cc1	8	0%	12%	19%	4%	12%	-6%	-3%	0%
CSc1ccc(/C=N/NC(=O)CN2CCN(Cc3ccccc3)CC2)cc1	14	0%	-3%	-2%	4%	-17%	16%	5%	1%
Cc1ccc(NC(=O)CN2CCCC2c2cccs2)cc1S(=O)(=O)N1CCCCC1 (centres undefined)	-9	?	?	-8%[9.24 µM]	-26%	?	-8%	-1%	-26%
CCC(C)NC(=O)c1ccccc1NC(=O)C(C)N(c1ccccc1)S(C)(=O)=O (centres undefined)	-8	9%	-18%	-43%	0%	-7%	-8%	5%	3%
CCOC(=O)c1ccn(S(=O)(=O)c2ccc(C)cc2)c1-c1ccccc1	40	/	?	?	?	-16%	-6%	/	?
O=C(CN1CCC(Cc2ccccc2)CC1)NCCc1ccc(F)cc1	-69*	?	-20%	-12%	8%	-19%	-27%	?	?
CCOc1ccc(-c2cc(N)n(S(=O)(=O)c3ccc(OC)cc3)n2)cc1	-8	9%	-8%	-6%	16%	1%	-5%	13%	15%
N#CC1(Cc2ccccc2)c2ccccc2C=CN1C(=O)c1ccccc1 (centres undefined)	14	?	-14%	1%	12%	0%	-10%	1%	-13%
Cc1cccc(N2CCN(S(=O)(=O)c3ccc4c(c3)CCN4C(=O)CCC(=O)O)CC2C)c1 (centres undefined)	18	5%	-5%	-13%	0%	-37%	-33%	1%	-1%
Cc1c(NC(=O)c2c(N)sc3c2CCCC3)c(=O)n(-c2ccccc2)n1C	29	-3%	4%	-8%	23%	3%[11.3 µM]	1%	2%	0%
C#CC(=O)CC1(CN(Cc2ccccc2)C(=O)OC(C)(C)C)CCCCC1	?	-6%	-11%	-13%	?	?	-1%	?	15%
COc1ccc(CN(C(=O)/C=C/C(=O)c2ccc(OC)cc2O)C(C(=O)NC2CCCCC2)c2ccncc2)cc1 (centres undefined)	?	14%	-4%	0%	7%	-4%	-5%	?	2.6µM*
C/C(=N/NC(=O)C1CC1(c1ccccc1)c1ccccc1)c1ccco1 (centres undefined)	-4	10%	-1%	-3%	-1%	-6%	-7%	-1%	-25%
CCC(c1nnnn1CCOC)N1CCN(Cc2ccccc2)CC1 (centres undefined)	-8	0%	7%[9.24 µM]	8%	2%	-6%	-7%	-4%	?
COc1ccc(-c2nc(CS(=O)(=O)CC(=O)NCCCN3CCOCC3)c(C)o2)cc1	14	0%	0%	-2%	-27%	-1%	7%	-9%	-25%
COc1ccc(NC(=O)CSCc2ccc([N+](=O)[O-])cc2)cc1OC	14	2%	3%	8%	4%	-3%	-16%	8%	-10%
COc1ccc(S(=O)(=O)N2CCCC(C(=O)NCC3CCCO3)C2)cc1OC (centres undefined)	25	-3%	0%	16%	-8%	-4%	8%	-15%	-11%
COc1ccc(C(=O)NNC2=C(C(=O)C(F)(F)F)CCC2)cc1	131	?	?	-29%	?	-33%	5%	?	?
CN(CC(=O)N(CCO)Cc1ccccc1)S(=O)(=O)c1ccc2c(c1)c(=O)n(C)c(=O)n2C	0	1%	4%	24%	3%	6%	-5%	-17%	?
Cc1cc(C)cc(N(C(=O)c2csnn2)C(C(=O)NC2CCCC2)c2cccnc2)c1 (centres undefined)	13	1%	5%	-4%	12%	-8%	1%	4%	-17%
CCOC(=O)N1CCC(NC(=O)C2=CCN(S(=O)(=O)c3ccccc3)CC2)CC1	50	-7%	-3%	1%	-26%	-10%	-3%	0%	-4%
CCOc1ccc2ncc(C(=O)c3ccc(OC)cc3)c(N3CCN(CC)CC3)c2c1	-6	4%	-8%	-2%	2%	-12%	4%	23%	8%
CCN(C(=O)CSc1nnc(-c2cccc(Cl)c2)n1N)c1c(N)n(Cc2ccccc2)c(=O)[nH]c1=O	-16	-11%	0%	4%	-6%	2%	7%	-4%	-10%
COc1cc2c(C(=O)O)c(C)n(-c3ccccc3)c2c2ccccc12	35	?	-5%	-2%	-5%	-12%	-7%	?	5%
Cc1cc(C)n(CCC(=O)N2CCCC(Nc3ccc(F)cc3)C2)n1 (centres undefined)	-1	-2%	0%	1%	/	-3%	-29%	1%	/
C(=C1c2ccccc2-c2ccccc21)c1ccncc1	-78*	?	-26%	-5%	?	5%	-21%	?	?
COc1ccc(Cl)cc1N(CC(=O)N(C)C)S(=O)(=O)c1ccc(C)c([N+](=O)[O-])c1	20	12%	2%	5%	-15%	/	0%	0%	-29%
CCOc1ccc(CN2CCN(Cc3nc4c(s3)CCCC4)CC2CCO)cc1 (centres undefined)	4	-9%	0%	-1%	?	-7%	-3%	-14%	-11%
CCS(=O)(=O)N1CCCC(C(=O)NCc2ccccc2Cl)C1 (centres undefined)	-6	-1%	11%	18%	8%	-1%	4%	3%	5%
C[C@H](CO)N1C[C@H](C)[C@@H](CN(C)C(=O)Nc2cccc(F)c2)Oc2ncc(Br)cc2C1=O	30	/	-7%	-1%	-5%	12%	1%	/	-2%

Screening results deposited in PubChem BioAssay by National Center for Advancing Translational Sciences (NCATS).
